Bioassay records deposited in PubChem by The Scripps Research Institute Molecular Screening Center.
PREPL inh – inhibitors of human prolyl oligopeptidase-like enzyme PREPL. recombinant PREPL, fluorescence polarization activity-based probe. 320,000 compounds, 0.68% hits. inhibition, % at 5.96 µM. AID 2751; in the data active = inhibition above about 43%;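 also: 0% = enzyme with DMSO and 100% = wells lacking enzyme; many of its hits are not listed in these tables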
PAFAH1B3 inh – PAFAH1B3 (human) inhibition. recombinant PAFAH1B3, FP-rhodamine probe, fluorescence polarization. inhibition, % at 3.39 µM. 340,000 compounds, 0.28% hits;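 active = inhibition above the screen-wide average of all tested compounds plus 3 SD, cut at about 25% in these data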;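 also: 0% = enzyme with DMSO only and 100% = wells lacking PAFAH1B3 protein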
PAD4 inh – blocks human protein arginine deiminase 4; Q9UM07; recombinant PAD4, RCA probe fluorescence polarization; inhibition, % at 6.36 µM; 330,000 compounds, 0.41% hits; AID 485272;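 active = percent inhibition above a cutoff equal to the mean of all tested compounds plus 3 SD, cut at about 15% in these data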;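 also: 0% = PAD4 with RCA probe and DMSO and 100% = probe without PAD4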
PME-1 primary – blocks human protein phosphatase methylesterase 1; inhibition, % at 5.9 µM; 320,000 compounds, 0.53% hits; recombinant PME-1, FP-Rh probe fluorescence polarization; Q9Y570;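 active = inhibition above the campaign mean of all compounds plus 3 SD, cut at about 26% in these data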;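 also: competitive labeling of PME-1 active site by serine hydrolase directed probe; 0% = PME-1 with DMSO and 100% = wells lacking PME-1 enzyme; inhibitors block probe labeling so polarization falls and inhibition rises; many of its hits are not listed in these tables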
GSTO1 counter – counter-screen for RBBP9 inhibitors: inhibitors of human GSTO1; P78417; recombinant GSTO1, activity-based probe fluorescence polarization; inhibition, % at 5.96 µM; 300,000 compounds, 1.1% hits; AID 1974;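 active = inhibition above the campaign mean inhibition plus 3 SD, cut at about 35% in these data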;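 also: 0% = GSTO1-1 with DMSO and 100% = wells lacking GSTO1-1 enzyme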
LYPLA1 inh – counter-screen for PME1 inhibitors: inhibitors of human LYPLA1 | O75608 | recombinant LYPLA1, FP-Rh probe fluorescence polarization | inhibition, % at 5.9 µM | 320,000 compounds, 0.16% hits | AID 2174;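 active = inhibition above the mean of all tested compounds plus 3 SD, set per campaign, cut at about 14% in these data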;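 also: inhibitors block serine hydrolase probe labeling of LYPLA1 so polarization falls; 0% = enzyme with DMSO and 100% = wells lacking LYPLA1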
Target sequence (O75608 whole entry, looked up): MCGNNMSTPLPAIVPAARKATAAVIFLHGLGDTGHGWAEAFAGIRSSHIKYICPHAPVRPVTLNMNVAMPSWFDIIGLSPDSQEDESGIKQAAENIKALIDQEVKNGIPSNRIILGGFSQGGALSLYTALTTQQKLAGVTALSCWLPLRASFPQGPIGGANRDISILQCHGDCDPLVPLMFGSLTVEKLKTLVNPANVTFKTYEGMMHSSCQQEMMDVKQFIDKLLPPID
PAFAH1B2 FP inh – PAFAH1B2 (human) inhibition; recombinant PAFAH1B2, FP-rhodamine activity probe, fluorescence polarization; 340,000 compounds, 1.2% hits; inhibition, % at 3.39 µM;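 active = inhibition above the mean of all tested compounds plus 3 SD, cut at about 24% in these data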;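 also: 0% = enzyme with DMSO and 100% = wells lacking PAFAH1B2; many of its hits are not listed in these tables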
Target sequence (P68402 whole entry, looked up): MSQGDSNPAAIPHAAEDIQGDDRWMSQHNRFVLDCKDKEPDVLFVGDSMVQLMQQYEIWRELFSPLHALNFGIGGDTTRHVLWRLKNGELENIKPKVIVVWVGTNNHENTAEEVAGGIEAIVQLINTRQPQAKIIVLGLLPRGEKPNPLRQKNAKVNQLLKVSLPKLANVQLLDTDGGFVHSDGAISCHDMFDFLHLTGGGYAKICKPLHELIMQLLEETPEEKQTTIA
pPAFAH inh – inhibitors of human plasma PAF acetylhydrolase (pPAFAH) | Q13093 | recombinant pPAFAH, FP-rhodamine probe fluorescence polarization | inhibition, % at 3.39 µM | 330,000 compounds, 1.5% hits;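 active = inhibition above the mean inhibition across the screen plus 3 SD, cut at about 25% in these data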;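 also: inhibitors block binding of the rhodamine activity-based probe so polarization drops; 0% = enzyme with DMSO and 100% = wells lacking pPAFAH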
Target sequence (Q13093 whole entry, looked up): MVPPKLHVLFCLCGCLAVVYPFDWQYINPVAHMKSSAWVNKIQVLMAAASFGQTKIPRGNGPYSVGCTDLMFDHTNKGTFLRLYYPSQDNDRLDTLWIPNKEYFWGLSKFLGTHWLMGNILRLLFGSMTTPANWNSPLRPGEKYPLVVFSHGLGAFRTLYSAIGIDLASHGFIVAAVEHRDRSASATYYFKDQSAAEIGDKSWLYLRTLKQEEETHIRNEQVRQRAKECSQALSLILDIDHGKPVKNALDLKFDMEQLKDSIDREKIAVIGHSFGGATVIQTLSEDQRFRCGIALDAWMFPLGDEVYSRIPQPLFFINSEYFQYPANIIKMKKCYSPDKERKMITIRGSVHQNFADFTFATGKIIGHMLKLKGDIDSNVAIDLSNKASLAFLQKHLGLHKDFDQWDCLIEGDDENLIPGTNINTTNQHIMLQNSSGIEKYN
LYPLA2 counter – LYPLA2 (human) inhibition in PME1 counter-screen; inhibition, % at 5.9 µM; O95372; 320,000 compounds, 0.38% hits; recombinant LYPLA2, FP-Rh probe fluorescence polarization;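 active = inhibition above the screen-wide mean plus 3 SD, limit set per campaign, cut at about 26% in these data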;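 also: 0% = LYPLA2 with DMSO and 100% = wells lacking LYPLA2 enzyme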
* hit, by the source's call; x = no result given. The list is partial, so the mix of outcomes need not match the whole.

no.	SMILES	PREPL inh	PAFAH1B3 inh	PAD4 inh	PME-1 primary	GSTO1 counter
1	O=C(Nc1ccc(Cl)cc1)c1ccc2c(c1)S(=O)(=O)c1ccccc1C2=O	-5	0	-3	6	1
2	NS(=O)(=O)c1ccc(CCn2c(=S)[nH]c3ccc(F)cc3c2=O)cc1	-8	4	-7	-12	6
3	Cc1ccc(S(=O)(=O)NC(CC(=O)NC2CCCC2)c2ccco2)cc1 (configuration not stated)	-15	10	4	1	6
4	CC1CC(C)CN(S(=O)(=O)c2ccc3c(c2)CC(=O)N3)C1 (configuration not stated)	8	2	-1	-3	x
5	COc1ccc(/C=C/C(=O)NCCCNC(=O)/C=C/c2ccc(OC)c(OC)c2)cc1OC	5	5	3	-5	0
6	O=C(CCC(=O)c1ccccc1)NC1CCCN(Cc2ccccc2F)C1 (configuration not stated)	-5	6	-5	-2	-2
7	CC(C)Cn1c2c(c(=O)[nH]c1=O)C(NS(=O)(=O)c1ccc(Cl)cc1)(C(F)(F)F)C(=O)N2 (configuration not stated)	0	1	-3	-1	-4
8	Cn1c(SCC(=O)Nc2ncc(C(F)(F)F)cc2Cl)nnc1-c1ccc(Cl)cc1	2	13	0	0	3
9	CSc1ccccc1NC(=O)N1CCC(CO)(CC2CCCCO2)CC1 (configuration not stated)	14	5	-4	1	3
10	Cc1cccc(C(P(=O)(c2ccccc2)c2ccccc2)P(=O)(c2ccccc2)c2ccccc2)n1	2	8	-1	8	1
11	Cc1ccccc1-c1nnc(CN2CCN(C(=O)c3ccco3)CC2)o1	19	12	-3	-9	0
12	Cc1ccc(S(=O)(=O)/N=C2/NC(=O)/C(=C/c3ccccn3)S2)cc1	-1	-2	-2	-5	-24

no.	LYPLA1 inh	PAFAH1B2 FP inh	pPAFAH inh	LYPLA2 counter
1	1	-6	3	-3
2	-3	9	2	-3
3	2	6	0	-4
4	1	28*	0	3
5	0	8	-1	0
6	-2	-5	3	-2
7	-2	3	-5	-5
8	-3	6	4	-1
9	-2	5	3	-4
10	-4	3	3	-4
11	3	5	3	-1
12	0	3	-2	-4

Three of the entries above in order of the PME-1 primary value, smallest number first.
cpd	SMILES	PREPL inh	PAFAH1B3 inh	PAD4 inh	PME-1 primary	PAFAH1B2 FP inh	pPAFAH inh
11	Cc1ccccc1-c1nnc(CN2CCN(C(=O)c3ccco3)CC2)o1	19	12	-3	-9	5	3
12	Cc1ccc(S(=O)(=O)/N=C2/NC(=O)/C(=C/c3ccccn3)S2)cc1	-1	-2	-2	-5	3	-2
1	O=C(Nc1ccc(Cl)cc1)c1ccc2c(c1)S(=O)(=O)c1ccccc1C2=O	-5	0	-3	6	-6	3

The list goes on.
no.	SMILES	PREPL inh	PAFAH1B3 inh	PAD4 inh	PME-1 primary	GSTO1 counter
13	CCOc1nsc(OCC)n1	17	5	3	-3	0
14	Cc1cc(C)c(NC(=O)CN(C)C(=O)C2CC(=O)N(c3cccc4ccccc34)C2)c(C)c1 (configuration not stated)	-3	1	4	-3	x
15	O=C(CSc1nnc(-c2ccncc2)n1CC1CCCO1)Nc1cccc(O)c1 (configuration not stated)	9	6	-2	1	-6
16	O=C(NC1CCCCC1)c1ccc2[nH]c(=O)c(=O)[nH]c2c1	0	3	-4	1	5
17	Cc1ccc(NC2CCCCC2NS(=O)(=O)c2ccc(Cl)cc2)cc1 (configuration not stated)	-3	4	4	5	1
18	CCN(CC(=O)NCc1ccc(Cl)cc1)C(=O)CNS(=O)(=O)c1ccc(NC(C)=O)cc1	13	-3	4	1	9
19	CC(C)(CO)Cc1cc(C(C)(C)C)c(O)c(C(C)(C)C)c1	4	10	-3	6	-2
20	CN1CCN(CC(=O)NN(Cc2ccccc2)c2ccccc2)CC1	-1	5	0	3	-6
21	COc1ccc2oc(C(=O)OCC(=O)NC(C)(C#N)C3CC3)c(C)c2c1 (configuration not stated)	-2	8	-2	-1	7
22	O=C(c1ccco1)N1N=C(C2CCCCC2)CC1(O)C(F)(F)F (configuration not stated)	13	8	0	4	7
23	O=C(NCc1ccc2c(c1)OCO2)c1cc2ccccc2o1	-4	4	-3	0	4
24	CNC(=O)Nc1ccccc1NC(=O)NC	4	4	7	-2	-3

no.	LYPLA1 inh	PAFAH1B2 FP inh	pPAFAH inh	LYPLA2 counter
13	-1	8	3	5
14	1	1	2	8
15	4	0	-2	1
16	0	7	2	2
17	-1	2	6	2
18	0	3	1	7
19	0	2	3	5
20	0	6	1	-1
21	-3	3	12	-5
22	3	11	1	6
23	-3	0	4	1
24	6	5	2	6

(listing goes on)
no.	SMILES	PREPL inh	PAFAH1B3 inh	PAD4 inh	PME-1 primary	GSTO1 counter
25	Cc1c(CCC(=O)NC2CC2)c(=O)oc2c(C)c(O)ccc12	1	5	0	-1	-2
26	O=C(O)c1ccc(Br)cn1	7	12	0	-1	4
27	COc1ccc(OC)c(-c2csc(NC(=O)COC(=O)C3(C)CC3(Cl)Cl)n2)c1 (configuration not stated)	3	-5	2	-3	x
28	O=C(Nc1nnc(C2CCCC2)s1)C1CCN(S(=O)(=O)c2ccc(Cl)cc2)CC1	-10	-4	-7	-3	2
29	COc1cccc(-c2ccc(SCc3ccccn3)nn2)c1	-1	11	-1	-1	-1
30	Cc1cc[n+](-c2[nH]c(=O)sc2/C=N/N=C(\[O-])c2ccccc2)cc1	2	x	2	-10	10
31	Cc1ccccc1OCC1CNC(=O)O1 (configuration not stated)	-1	-1	-1	2	11
32	CCN(CC)c1cc(C(F)(F)F)nc(-c2ccccn2)n1	2	-3	1	3	2
33	COc1cc(/C=C2\SC(c3ccc(C)cc3)=NC2=O)cc(OC)c1O	21	6	4	8	14
34	Cn1c(SCC(=O)Nc2ccc(F)cc2F)nnc1-c1cccnc1	11	7	-2	3	12
35	O=C(O)CCC(=O)Nc1cccc(-c2csc(-c3ccccc3)n2)c1	-2	5	0	-10	-3
36	Cc1ccc(-n2nc3c(N4CCC(C(=O)NCc5ccccc5C)CC4)nnc(C)c3c2C)cc1	25	3	-3	-3	5

no.	LYPLA1 inh	PAFAH1B2 FP inh	pPAFAH inh	LYPLA2 counter
25	-2	6	-1	-2
26	-6	-1	-7	-8
27	-13	0	2	-9
28	-1	7	0	0
29	3	0	2	2
30	0	x	16	3
31	2	-1	8	-5
32	4	2	1	-1
33	-2	8	8	1
34	0	-2	3	-2
35	-6	-2	8	-8
36	5	4	12	8

Next section.
no.	SMILES	PREPL inh	PAFAH1B3 inh	PAD4 inh	PME-1 primary	GSTO1 counter
37	CC1CCCCN1C(=O)c1cc2c(=O)n3ccccc3nc2s1 (configuration not stated)	-1	11	-1	5	3
38	Cc1ccc(S(C)(=O)=O)cc1C(=O)Nc1ccc(S(=O)(=O)Nc2nccs2)cc1	-2	-1	2	-3	x
39	O=C(Nn1cnnc1)c1ccccc1-c1ccccc1	0	2	-4	-2	5
40	O=C(NCCCN1CCCC1=O)c1cccc(N2CCCC2=O)c1	9	-5	-3	2	17
41	CCCN1CCC(=O)N(CCSc2ccccc2)CC1	7	3	8	0	3
42	CC(CN1CCCCC1)OC(=O)c1ccccc1Cl (configuration not stated)	18	9	5	1	0
43	CC1(C)CC(=O)C=C(NCc2cccc(C(F)(F)F)c2)C1	3	5	-2	12	0
44	O=C(Nc1ccccc1Sc1ccccc1)c1ccc(F)cc1	-13	-1	-3	1	2
45	CCC(C)NCCOCCOc1ccc(Br)cc1C (configuration not stated)	25	1	0	1	7
46	CN(C)c1ccc(C=C2C(=O)OC(C)(C)OC2=O)cc1	5	3	0	-7	3
47	O=C(NCCc1c[nH]c2ccccc12)C1CCN(Cc2ccc(Br)cc2)CC1	24	4	-1	4	4
48	COCCN(C(=O)COC(=O)c1ccc2c(c1)OCCO2)c1c(N)n(Cc2ccccc2)c(=O)[nH]c1=O	-1	3	2	-2	-1

no.	LYPLA1 inh	PAFAH1B2 FP inh	pPAFAH inh	LYPLA2 counter
37	-3	-1	1	3
38	4	4	5	-2
39	3	5	2	5
40	-3	4	0	-7
41	-2	4	21	0
42	-5	10	-6	-7
43	4	0	12	12
44	-5	4	8	-11
45	-1	4	1	-1
46	0	4	-3	-4
47	3	1	4	5
48	-3	1	5	0

Rewritten with one line to a screen: entries from further up
[30] Cc1cc[n+](-c2[nH]c(=O)sc2/C=N/N=C(\[O-])c2ccccc2)cc1
[31] Cc1ccccc1OCC1CNC(=O)O1 (configuration not stated)
[32] CCN(CC)c1cc(C(F)(F)F)nc(-c2ccccn2)n1
assay / compound,30,31,32
PREPL inh,2,-1,2
PAFAH1B3 inh,x,-1,-3
PAD4 inh,2,-1,1
PME-1 primary,-10,2,3
GSTO1 counter,10,11,2
LYPLA1 inh,0,2,4
PAFAH1B2 FP inh,x,-1,2
pPAFAH inh,16,8,1
LYPLA2 counter,3,-5,-1

Next section.
no.	SMILES	PREPL inh	PAFAH1B3 inh	PAD4 inh	PME-1 primary	GSTO1 counter
49	COC(=O)c1sc(N2C(=O)C(O)=C(C(=O)c3ccc(C)o3)C2c2ccc([N+](=O)[O-])cc2)nc1C (configuration not stated)	18	9	-2	-18	-121
50	Cc1ccc(C2CC(c3cccs3)=NN2C(=O)c2ccc(Br)o2)cc1 (configuration not stated)	-14	4	-4	-7	-15
51	COc1ccc(N(C(=O)c2snc(C(N)=O)c2N)C(C(=O)NC2CCCC2)c2ccc(F)cc2)c(OC)c1 (configuration not stated)	14	-11	3	-1	2
52	Cc1cccc(N2CCN(S(=O)(=O)c3ccc4c(c3)NC(=O)CO4)CC2)c1C	-22	5	-4	-4	8
53	Cc1c(Nc2nc(-c3cccc([N+](=O)[O-])c3)cs2)c(=O)n(-c2ccccc2)n1C	27	0	-3	3	6
54	COc1ccc(/C=C/C(=O)CCC(=O)O)cc1	-5	4	-5	-3	-3
55	CCOc1ccc(NC(=O)CN2CCN(CC(=O)Nc3ccc(F)c(F)c3)CC2)cc1	-9	4	0	0	13
56	CC(C)N(C(=O)Cn1cc(S(=O)(=O)CC(=O)NCc2ccccc2)c2ccccc21)C(C)C	-1	-9	-7	2	-1
57	CCOc1ccc(NC(=O)CN(C)C(=O)c2cccnc2Sc2ccc(C)c(C)c2)cc1OCC	-1	2	-8	-6	-1
58	COc1ccc(NC(=O)CN2CCN(S(=O)(=O)c3cccs3)CC2)cc1Cl	0	0	2	2	x
59	Cc1ccc(-c2nnc(SCC(=O)NC3CCS(=O)(=O)C3)nc2-c2ccc(C)cc2)cc1 (configuration not stated)	1	4	1	-4	6
60	COc1ccc(/C=C(\C#N)C(=O)Nc2cc(S(=O)(=O)N3CCCCC3)ccc2N2CCCCC2)cc1	-15	-6	4	-7	-7
61	CC(=O)C1=C(C)N(Cc2ccccc2)C(=O)N[C@H]1c1cccc(C(F)(F)F)c1	-2	-2	2	7	-2
62	CN(C(=O)c1ccc(NC(=O)Cc2ccc(NC(=O)C3CCCN(C(=O)c4ccccc4)C3)cc2)cc1)C1CC1 (configuration not stated)	-7	6	7	1	x
63	NC(=O)C1CCN(C2OC(=O)c3ccccc32)CC1 (configuration not stated)	-4	-3	-6	-7	3

no.	LYPLA1 inh	PAFAH1B2 FP inh	pPAFAH inh	LYPLA2 counter
49	-5	13	18	-15
50	-8	0	-3	-14
51	0	-2	3	1
52	-5	7	3	-3
53	4	4	6	6
54	2	7	0	1
55	3	-2	2	8
56	-1	3	4	3
57	0	-1	-1	-1
58	-1	-1	6	1
59	0	-2	-2	1
60	2	-4	10	-4
61	-1	3	3	1
62	3	0	4	63*
63	0	0	2	3
